SIAE primary – blocks human sialic acid acetylesterase; SIAE FP-Rh probe binding, fluorescence polarization; inhibition, % at 9.66 µM; hit rate 0.69% among 370,000; AID 1053197;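 active means inhibition above a cutoff: mean of compounds within the control limits plus 3 SD of those, cut at about 17% in these data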;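 further: 0% = plate median of compound wells and 100% = probe without SIAE protein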
ABHD4 inh – inhibitors of mouse ABHD4; purified mABHD4, FP-Rh probe fluorescence polarization; hit rate 0.54% among 370,000; inhibition, % at 8.92 µM; Q8VD66; AID 720543;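 active means inhibition exceeding the mean over every tested compound plus 3 SD, cut at about 30% in these data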;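 further: 0% = plate median of compound wells and 100% = S159A mutant with DMSO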
Target sequence (Q8VD66 whole entry, looked up): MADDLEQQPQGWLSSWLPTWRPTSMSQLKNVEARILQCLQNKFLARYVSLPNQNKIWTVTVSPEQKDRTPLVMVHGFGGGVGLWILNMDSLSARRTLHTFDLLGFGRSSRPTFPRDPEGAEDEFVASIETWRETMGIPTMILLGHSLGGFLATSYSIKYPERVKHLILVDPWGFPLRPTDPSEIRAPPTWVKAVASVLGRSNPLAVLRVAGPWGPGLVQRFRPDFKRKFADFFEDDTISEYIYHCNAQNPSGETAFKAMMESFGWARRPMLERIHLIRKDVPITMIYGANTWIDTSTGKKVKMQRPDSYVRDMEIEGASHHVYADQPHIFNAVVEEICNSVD
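Test system: mouse ABHD4 enzyme, wild type. Reagent: FP-Rh fluorescent activity-based probe, added after compound pre-incubation. Timing: pre-incubation 45 min, probe exposure 60 min, at 25 °C. Technique: FP readout, ex 525 nm / em 598 nm. Benchmarks: high control S159A mutant with DMSO, low control median of compound wells.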
MBD2 DNA inh – blocks human MBD2 binding to methylated DNA; Q9UBB5; TR-FRET, MBD2 binding to methylated oligonucleotide; inhibition, % at 4.4 µM; hit rate 0.31% among 370,000; AID 686964; in the data active means inhibition above about 13%
GC-B act – GC-B (human) receptor activation; activation, % at 10 µM; hit rate 0.11% among 370,000; P20594; HEK293-GC-B cells, CNP EC30, cGMP TR-FRET; 0% at EC30 CNP, 100% saturating CNP;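 active means activation at 10 µM reaching about 35% in either raw or pattern-adjusted values, limit read from the data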
PRMT1 FP inh – blocks human protein arginine methyltransferase 1 | Q99873 | recombinant PRMT1, activity-based probe fluorescence polarization | inhibition, % at 2.79 µM | hit rate 1.3% among 370,000 | AID 652257;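 active means inhibition above about 21% made by adding two undisclosed values, limit read from the data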
Target sequence (Q99873 whole entry, looked up): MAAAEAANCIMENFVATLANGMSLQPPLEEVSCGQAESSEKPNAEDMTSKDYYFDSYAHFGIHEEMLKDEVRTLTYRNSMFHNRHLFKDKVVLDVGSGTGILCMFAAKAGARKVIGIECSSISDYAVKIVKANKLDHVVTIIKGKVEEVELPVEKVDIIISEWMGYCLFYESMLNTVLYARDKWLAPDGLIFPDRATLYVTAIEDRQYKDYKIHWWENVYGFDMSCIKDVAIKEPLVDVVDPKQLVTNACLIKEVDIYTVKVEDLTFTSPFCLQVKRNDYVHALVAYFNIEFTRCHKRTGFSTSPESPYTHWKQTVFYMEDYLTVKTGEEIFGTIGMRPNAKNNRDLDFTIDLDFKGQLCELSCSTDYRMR
LEDGF integ inh – blocks HIV-1 LEDGF/p75-dependent DNA integration | inhibition, % at 3.7 µM | AID 743269 | hit rate 0.64% among 370,000 | TR-FRET IN-LEDGF/p75 DNA integration, Eu/Cy5;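 active means inhibition above the screen-wide mean plus 3 SD, cut at about 13% in these data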;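 further: signal is the Cy5 over europium emission ratio at 671 and 618 nm; 0% = plate median of compound wells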
TDP2 inh – blocks human TDP2 phosphodiesterase activity; AID 720702; inhibition, % at 12.8 µM; recombinant TDP2, T5PNP hydrolysis, p-nitrophenol absorbance 415 nm; O95551; hit rate 0.34% among 370,000;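 active means inhibition above the mean of all tested compounds plus 3 SD, set per campaign, cut at about 25% in these data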;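 further: 0% = DMSO with enzyme and 100% = buffer with substrate but no TDP2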
Target sequence (O95551 whole entry, looked up): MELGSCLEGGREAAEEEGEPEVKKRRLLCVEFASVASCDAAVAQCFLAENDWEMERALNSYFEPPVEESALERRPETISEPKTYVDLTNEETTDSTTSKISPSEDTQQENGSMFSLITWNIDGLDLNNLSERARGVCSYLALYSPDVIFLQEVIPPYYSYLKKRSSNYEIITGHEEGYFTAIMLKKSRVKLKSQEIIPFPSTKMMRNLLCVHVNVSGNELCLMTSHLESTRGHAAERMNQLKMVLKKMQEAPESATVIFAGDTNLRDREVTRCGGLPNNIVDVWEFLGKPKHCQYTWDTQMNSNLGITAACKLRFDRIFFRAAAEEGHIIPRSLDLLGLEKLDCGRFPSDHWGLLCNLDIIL
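Test system: Human TDP2 enzyme | Reagent: 5 mM T5PNP | Compound dosing: 12.8 µM single point, 1% DMSO | Incubation: Enzyme reaction with compound for 2 h at 37 °C | Technique: p-Nitrophenol epi absorbance | Read-out: % inhibition relative to enzyme-containing and enzyme-free wells | Benchmarks: High control without enzyme, low control DMSO plus TDP2 | Replicates: Singlicate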
rCAG RNA binder – binds r(CAG) RNA repeats; hit rate 1.3% among 370,000; AID 651821; r(CAG) RNA repeat, TO-PRO-1 dye displacement fluorescence; inhibition, % at 3 µM;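 active means inhibition above the plate cutoff, the mean of all test compounds on that plate plus 3 SD, cut at about 35% in these data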;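 further: 0% = DMSO alone and 100% = 100 µM mitoxantrone as full dye displacement; higher means more dye released from RNA so lower well fluorescence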
TCR-CD3 inh – inhibitors of human TCR-CD3 interaction | AID 651800 | hit rate 0.37% among 360,000 | inhibition, % at 9.4 µM | TAMRA-labeled TCR probe fluorescence, biochemical; in the data active means inhibition above about 19%;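 further: recombinant mutant TCR 2C K166C tagged with TAMRA read by polarization; 0% = receptor in buffer alone and 100% = receptor with positive control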
HTRA1 inh – inhibitors of human serine peptidase HTRA1. hit rate 0.5% among 340,000. inhibition, % at 5.96 µM. recombinant HTRA1, FP-rhodamine activity-based probe, fluorescence polarization. AID 504803; in the data active means inhibition above about 36%;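 further: 0% = enzyme with DMSO and 100% = wells lacking enzyme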
An asterisk follows results filed as active; · = not tested or not shown. A portion of the library; rates above refer to the full screens.

Order of results – SIAE primary	ABHD4 inh	MBD2 DNA inh	GC-B act	PRMT1 FP inh	LEDGF integ inh	TDP2 inh	rCAG RNA binder	TCR-CD3 inh	HTRA1 inh
1	CCOC(=O)c1c(C)[nH]c(C(=O)COC(=O)C(C)N2C(=O)C3CCCCC3C2=O)c1C (centres undefined)
  -3	5	3	4	-1	-1	3	-7	4	-7
2	NC(=O)c1ccsc1NC(=O)COC(=O)c1ccccc1NCc1ccco1
  -9	-11	-1	-1	-1	-1	-4	13	9	-22
3	Cc1ccc(OCC(=O)N2CCN(C(=O)c3ccc([N+](=O)[O-])cc3)CC2)cc1
  6	-3	0	4	0	-1	3	-4	6	-1
4	Cc1c(C)n(Cc2ccccc2)c2ncnc(Cl)c12
  -3	1	2	4	0	0	-1	-3	5	-17
5	Cc1ccc2nc3c(cc(C(=O)NC4CCS(=O)(=O)C4)n3Cc3ccccc3)c(=O)n2c1 (centres undefined)
  -1	8	-2	1	1	-3	7	2	3	5
6	CC1(C)CC2(OC2c2ccccc2)C(=O)c2ccccc21 (centres undefined)
  11	2	-5	5	1	-1	-5	1	1	-5
7	CC(C)C(=O)NC(=S)N1CCc2ccccc21
  -1	5	0	4	2	-4	-9	-2	-7	-2
8	COc1ccc(C2CC(C(F)(F)F)n3nc(C(=O)NCCCn4ccnc4)cc3N2)cc1OC (centres undefined)
  5	5	0	1	0	-4	-5	-9	8	8
9	CCOC(=O)CNC(=O)C1(NC(=O)CNC(=O)OCc2ccccc2)CCCC1
  1	-4	2	1	-3	-2	-9	0	-12	4
10	CCCCc1c(C)c2cc(C)ccc2[nH]c1=O
  11	4	-4	-3	-2	4	-10	-2	5	-4
11	CC(=O)Cc1nsc(Nc2ccc(F)cc2)n1
  -2	1	1	1	3	-2	7	1	0	2
12	COc1ccccc1CCC(=O)Nc1ccc(S(=O)(=O)Nc2nccs2)cc1
  1	-10	-3	2	0	0	-3	37*	7	1
13	Cc1cc(O)c(C(C)C)cc1N=Cc1ccccc1O
  9	5	-5	-8	20	0	1	-2	-6	4
14	Cc1sc2nc(SCC(=O)N3CCCC3)[nH]c(=O)c2c1C
  9	2	-6	2	4	2	-7	4	-7	-2
15	COC(=O)C1C(=O)C2=C(CC1C)NC(C)=C(C(=O)OC(C)C)C2c1ccc(OC)c(O)c1 (centres undefined)
  4	-7	1	2	4	4	-4	0	-13	-4
16	CCOC(=O)c1oc2ccc3c(c2c1C)C(=O)CC1(CCN(C(=O)OCC)CC1)O3
  -3	-2	-6	3	-2	4	5	1	2	2
17	Cc1ccc(NC(=O)OC2CC3CC2[C@H]2CCCCN2[C@H]3C)cc1 (some centres undefined)
  8	2	5	7	-3	-1	1	2	·	·
18	COc1ccc(OC)c(C2C(C(=O)Nc3ccccc3OC)=C(C)Nc3nc(CCCO)nn32)c1 (centres undefined)
  -4	-6	2	-1	-3	9	-12	4	-1	2
19	CCCn1c(SCC(=O)Nc2ccccc2-c2ccccc2)nnc1-c1ccoc1C
  -4	-1	2	-12	1	-2	3	-7	-6	-5
20	O=C(NCCN1CCOCC1)c1ccc(CS(=O)c2ccccc2Cl)o1 (centres undefined)
  2	-3	-3	4	-3	0	4	1	2	8
21	COc1ccc(N2C[C@H](CSC)[C@@H](CC(=O)Nc3ccccc3)C2=O)cc1
  11	-4	6	1	-1	1	-2	3	0	-1
22	CCOc1ccc(CCNC(=O)COC(=O)c2n[nH]c3ccccc23)cc1OCC
  -4	2	-1	1	-2	4	-1	3	6	-7
23	COc1ccccc1N/N=C1\COC(C)(C)CC1=O
  0	-1	-2	0	1	1	-5	-2	3	-2
24	O=C(Nc1cc(-c2nc3ncccc3o2)ccc1Cl)c1ccc([N+](=O)[O-])o1
  5	4	0	0	-2	-1	-7	9	1	2
25	Cc1cc(C)n2nc(C(=O)NCc3ccco3)nc2n1
  -4	2	3	10	-1	-2	-5	0	5	-1
26	COc1cc2ccccc2cc1C(=O)N1CCCCC1
  -6	-3	1	3	-1	3	0	-2	6	0
27	Cc1cc(Cl)c(OCCOCCN2CCC(C)CC2)c(Br)c1
  4	13	-1	3	-1	1	7	4	0	2
28	COc1cc(NC(=O)C2CCCN(S(=O)(=O)c3ccc(C(C)(C)C)cc3)C2)cc(OC)c1 (centres undefined)
  -1	-5	-1	-1	-6	3	-2	10	·	·
29	CC(C)N(C(=O)COC(=O)c1cc(Cl)cc(Cl)c1N)C(C)C
  7	-9	5	-17	4	4	5	0	-9	-8
30	CCc1ccccc1NC(=O)CCC(=O)N1CCSc2ccccc21
  5	-3	2	1	0	4	-11	1	6	4
31	O=C(Nc1c(S(=O)(=O)c2ccccc2)csc1Br)c1ccccc1Cl
  -3	-1	1	-2	2	3	-7	-1	-9	·
32	Cc1ccc([N+](=O)[O-])cc1NC(=S)NC(=O)c1cccnc1
  0	1	-1	-6	-2	0	6	-3	3	1
33	O=C(O)c1cc(-c2ccccc2)n(-c2ccc(Cl)cc2Cl)n1
  -7	3	0	-3	2	0	-10	7	-3	-5
34	CCCCNC(=O)C1c2ccccc2OCC(=O)N1CCOC (centres undefined)
  -3	0	-6	-4	-4	3	9	1	7	·
35	CC(C)(C)OC(=O)NCCC(=O)N/N=C/c1cccc2cccnc12
  -6	-5	-1	-5	1	-5	-4	-7	-15	9
36	CCN(c1ccc(NC(=O)COC(=O)CCc2nc3ccccc3n2-c2ccccc2)cc1)C(C)C
  8	3	0	-8	1	2	-6	-1	2	18
37	COc1ccc(C(=O)c2c(C)c3ccccc3n2CC(O)CNC(C)C)cc1 (centres undefined)
  0	3	1	-7	-2	1	2	7	1	-2
38	CCSC1=N/C(=C\c2cccc(F)c2)C(=O)S1
  3	0	-2	-5	-1	4	-13	7	-11	1
39	COc1ccc(N(C(=O)c2ccc(S(=O)(=O)N3CCCC3)cc2)C2C=CS(=O)(=O)C2)cc1 (centres undefined)
  -8	-4	5	-2	4	-4	-8	-1	-1	2
40	O=C(Nc1ccc(OC(F)F)cc1)c1cc(S(=O)(=O)N2CCOCC2)ccc1N1CCCC1
  -1	4	2	6	-3	1	-16	4	-2	-3
41	Cc1ccccc1NC(=O)CN1CCN(c2ccc(F)cc2)CC1
  5	1	0	3	2	-3	-5	2	8	6
42	C=CCOc1ccc(/C=C/C(=O)OCC(=O)N2CCN(S(=O)(=O)c3ccc(C)cc3C)CC2)cc1
  15	2	-8	8	1	-1	1	1	-3	10
43	COc1cccc(Nc2nc3ccccc3n3cnnc23)c1
  -7	-5	-5	-17	-7	1	-2	8	1	-13
44	Oc1ccccc1N1CCN(c2ncnc3scc(-c4ccccc4)c23)CC1
  9	-4	1	-9	-3	3	-7	8	6	-22
45	O=C(CCCN1C(=O)/C(=C/c2ccccc2Cl)SC1=S)NNC(=O)c1ccccc1Cl
  -11	-15	-2	-6	-1	3	6	6	-2	2
46	Cc1cc(=O)oc2cc(NS(=O)(=O)c3ccc(F)cc3)ccc12
  -1	5	1	4	-1	-7	-13	6	1	3
47	O=C(NC1CCC(=O)N(CCOc2ccccc2)CC1)OCc1ccccc1 (centres undefined)
  9	5	3	1	4	-1	-1	-11	-12	0
48	CC(NC(=O)c1ccc(C(C)(C)C)cc1)C(=O)O (centres undefined)
  2	0	2	4	-2	4	10	1	5	-1
49	COc1ccc(-c2nc(=S)c3c(n2Cc2cccnc2)CC(C)(C)OC3)cc1
  1	11	10	-2	4	0	8	-1	-5	8
50	Cc1ccnc(NC(=S)N2CCN(c3cccc(C(F)(F)F)c3)CC2)c1
  1	8	-7	1	19	10	12	-2	-1	-4
51	C=CCN(c1ccccc1OC)S(=O)(=O)c1cccc(C(=O)NC2=NCCS2)c1
  -13	-1	-1	8	0	2	1	0	3	-1
52	O=C(CSc1nc(C2CCCCC2)nc2ccccc12)NCc1ccco1
  3	-12	0	1	1	2	5	-1	-4	-13
53	COc1cc(-c2nc(-c3ccc4c(c3)-c3ccccc3S4(=O)=O)c(-c3ccccc3)[nH]2)cc(OC)c1O
  14	20	0	-2	4	-4	-11	25	0	35
54	CC(=O)Nc1ccc(/C(C)=N/NS(=O)(=O)c2ccccc2)cc1
  -2	-2	0	-2	-1	0	15	1	8	-1
55	CN(c1nc2ccccc2n2c(C3CC3)nnc12)S(=O)(=O)c1ccccc1
  -1	-2	-1	5	0	-3	-4	-3	-10	9
56	N#Cc1nc(-c2ccccc2F)oc1N1CCCCC1
  10	6	-4	-9	-1	1	8	-5	-2	-8
57	CCOc1ccccc1N1CC(C(=O)Nc2nccs2)CC1=O (centres undefined)
  0	3	0	3	0	-1	0	-1	2	-1
58	CCOc1ccc(N2C(=O)c3ccccc3C2O)cc1 (centres undefined)
  -7	-1	-4	2	-3	3	5	5	7	-2
59	CS(=O)(=O)N1CCN(c2ccc(NC(=O)c3ccccc3)cc2)CC1
  0	-1	5	1	1	-3	-1	-5	0	·
60	Cc1ccc2nc(Cl)c(C3CC(c4ccco4)=NN3C(=O)CCCC(=O)O)cc2c1 (centres undefined)
  4	1	3	3	1	4	3	3	-1	1

3 compounds already listed, ordered by their value in TDP2 inh, lowest first.
entry | Compound | SIAE primary | ABHD4 inh | MBD2 DNA inh | GC-B act | PRMT1 FP inh | LEDGF integ inh | TDP2 inh | TCR-CD3 inh | HTRA1 inh
59 | CS(=O)(=O)N1CCN(c2ccc(NC(=O)c3ccccc3)cc2)CC1 | 0 | -1 | 5 | 1 | 1 | -3 | -1 | 0 | ·
42 | C=CCOc1ccc(/C=C/C(=O)OCC(=O)N2CCN(S(=O)(=O)c3ccc(C)cc3C)CC2)cc1 | 15 | 2 | -8 | 8 | 1 | -1 | 1 | -3 | 10
52 | O=C(CSc1nc(C2CCCCC2)nc2ccccc12)NCc1ccco1 | 3 | -12 | 0 | 1 | 1 | 2 | 5 | -4 | -13

Continuation.
Order of results – SIAE primary	ABHD4 inh	MBD2 DNA inh	GC-B act	PRMT1 FP inh	LEDGF integ inh	TDP2 inh	rCAG RNA binder	TCR-CD3 inh	HTRA1 inh
61	COCCn1c(SCC(=O)Nc2nc(C)c(Cl)cc2Cl)nc2ccccc21
  -2	-2	1	-1	-2	1	4	-2	9	-8
62	COc1cc(OC)cc(C(=O)NNC(=O)CCc2ccccc2)c1
  -3	-6	5	-2	8	-8	-14	1	-6	0
63	CC(C)NC(=O)C1CCCN(S(=O)(=O)c2cccc3nonc23)C1 (centres undefined)
  -3	-6	-5	-2	0	-1	-1	-1	8	5
64	OCCC1CN(Cc2ccccn2)CCN1C1CCCC1 (centres undefined)
  -3	2	1	9	-3	2	-7	1	9	7
65	COc1cccc(Cn2cnc3c(NS(=O)(=O)c4ccc(Cl)cc4Cl)c(C)c(C)cc32)c1
  -9	1	-6	8	1	-4	11	6	4	-21
66	Cc1cc(NC(=O)Cc2ccc(Br)cc2)no1
  -3	0	1	-4	1	-2	-6	-4	-3	-5
67	O=C(Cc1cccc2ccccc12)Nc1ccccc1Br
  -3	-2	0	1	4	-2	5	-2	-2	-5
68	Cc1ccc(C)c2[nH]c(=O)c(CCNC(=O)CC(C)(C)C)cc12
  5	4	0	-2	-2	-2	-8	0	7	5
69	Cc1ncc([N+](=O)[O-])n1CCOC(=O)Nc1ccc(Cl)c(Cl)c1
  -2	-3	2	-10	1	-2	-3	1	0	-16

Screening data: PubChem BioAssay, several laboratories
